Assay outcomes from PubChem.
NTR1 agonist – agonists of NTR1, primary screen, imaging, U2OS cells, beta-arrestin-GFP, high content (AID 493036) | NTR1-U2OS beta-arrestin-GFP spot imaging, agonist mode | hit rate 0.17% among 330,000 | P30989 | activation, % at 20 µM;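 active = activation at or above 40% of the spot to cytoplasm intensity ratio, with at least 20 cells analyzed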;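 note: 0% = DMSO without peptide and 100% = 100 nM NTR1 peptide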
Target sequence (P30989 whole entry, looked up): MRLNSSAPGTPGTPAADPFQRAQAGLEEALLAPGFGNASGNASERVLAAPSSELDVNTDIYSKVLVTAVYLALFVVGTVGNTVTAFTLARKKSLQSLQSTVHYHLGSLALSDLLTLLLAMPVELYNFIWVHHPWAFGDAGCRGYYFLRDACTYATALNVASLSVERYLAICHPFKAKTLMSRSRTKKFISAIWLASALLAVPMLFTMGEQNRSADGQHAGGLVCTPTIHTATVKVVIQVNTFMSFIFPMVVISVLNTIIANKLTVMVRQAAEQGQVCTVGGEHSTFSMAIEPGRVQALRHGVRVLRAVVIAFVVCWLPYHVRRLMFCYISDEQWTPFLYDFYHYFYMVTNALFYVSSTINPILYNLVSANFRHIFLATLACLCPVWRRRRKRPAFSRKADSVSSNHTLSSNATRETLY
Lipid droplet – hepatic lipid droplet formation modulation. inhibition, % at 6.5 µM. AML12 mouse hepatocytes, oleate lipid droplets, BODIPY imaging. AID 1656. hit rate 0.4% among 240,000;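 active = lipid droplet intensity inhibited by at least 50%, with more than 500 cells counted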
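Material – mouse AML12 hepatocyte cell line, fixed after treatment · Compound dosing – one dose, 6.5 µM compound · Times – compound with oleate, overnight · Measured by – Image-based BODIPY and DAPI two-channel analysis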
GPR35 antagonists – GPR35 antagonists blocking zaprinast-driven arrestin recruitment, primary screen, imaging, U2OS, beta-arrestin-GFP, zaprinast agonist (AID 2058); U2OS GPR35 beta-arrestin-GFP translocation imaging, zaprinast antagonism; higher % means a stronger effect; hit rate 0.052% among 290,000; one-dose inhibition, % at 10 µM; IC50 in µM for titrated hits;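 active = inhibition of at least 50% with at least 30 cells and total cytoplasm GFP at most 10,000,000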
Rac1 GTP hydrolysis – MgcRacGAP GTPase-activating activity inhibitors, confirmation, biochemical, ADP Hunter fluorescence. MgcRacGAP-stimulated Rac1 GTP hydrolysis, ADP Hunter fluorescence; higher % means a stronger effect; GST-tagged Rac1 F28L mutant substrate. inhibition, % at 30 µM; hits with a dose series show IC50 in µM. hit rate 0.6% among 340,000. AID 624330;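 active = first-screen hits whose inhibition reached a set limit at any dose in the follow-up dose series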;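 note: fluorescence reports GDP produced by GAP-driven GTP hydrolysis; strong numbers were not always called active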
GPR55 beta-arrestin – selective activators of receptor GPR55 – imaging, U2OS cells, beta-arrestin-GFP redistribution, primary screen (AID 1961); U2OS GPR55 beta-arrestin-GFP redistribution imaging; higher % means a stronger effect; hit rate 0.048% among 290,000; activation, % at 10 µM; hits with a dose series show EC50 in µM;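 active = activation above 40% with more than 50 cells counted in the well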;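 note: U2OS osteosarcoma cells stably expressing GPR55 and beta-arrestin-GFP; plate controls were DMSO negative control for no effect and LPI positive control for full effect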
T cell HTS – modulates CD8 T cell binding to vesicles; 2C CD8+ T cell-vesicle binding, flow cytometry; hits give low values; calls only at 7 µM; hit rate 0.068% among 330,000;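 active = response, share of CD8 T cells binding vesicles, and their 90th percentile fluorescence all below set limits, cut at about 80% in these data, passing the limit was not always enough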
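Assay system: 2C TCR transgenic mouse naive CD8+ T cells, MACS-purified | Read-out: CD8+ gate FL2 mean fluorescence as % of same-row positive control | Signal: High-throughput flow cytometry with anti-B7-1 and anti-CD8 staining | Timing: Binding step 1.5 h, 37 °C, antibody labelling 20 min, ice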
LYP inhibition – PTPN22 lymphoid phosphatase activity blockers – biochemical, fluorescence intensity, uHTS (AID 1779). recombinant LYP phosphatase, fluorescence intensity; higher % means a stronger effect. inhibition, % at 11.5 µM; hits with a dose series show IC50 in µM. hit rate 0.054% among 290,000; in the data active = inhibition above about 50%;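 note: plate controls were vehicle with enzyme for no effect and no enzyme for full effect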
GPR55 antagonists – inhibition of LPI-stimulated GPR55 beta-arrestin translocation – imaging, U2OS, beta-arrestin-GFP, LPI agonist, primary screen (AID 2013) | hit rate 0.13% among 290,000 | U2OS GPR55 beta-arrestin-GFP translocation imaging, LPI antagonism; higher % means a stronger effect | inhibition, % at 10 µM; hits with a dose series show IC50 in µM;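 active = spots per cell inhibited over 60%, with over 100 cells counted and total cytoplasm intensity under 500,000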;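 note: U2OS cells stably carrying GPR55 and arrestin-GFP stimulated by 5 µM LPI near EC80; imaged beta-arrestin-GFP aggregate spots per cell after agonist stimulation; plate controls were LPI-stimulated DMSO wells for no effect and DMSO wells without LPI for full effect; some results filed as inactive read as strong as hits; confirmed hits need IC50 under 10 µM and bright autofluorescent wells are also inconclusive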
Large T inhibition – TAg ATPase/helicase activity blockers – biochemical (AID 1903); hit rate 0.39% among 310,000; SV40 large T antigen ATPase/helicase inhibition assay; higher % means a stronger effect; one-dose inhibition, % at 20 µM; IC50 in µM for titrated hits; in the data active = a potency from the dose series; note: strong numbers were not always called active
Lipid droplet cells 6.5 µM – further read-out of Lipid droplet, marked with its call; cell count; measured here: cell count, cytotoxicity flag;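 cells counted across two imaged fields per well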
T cell HTS vesicle-bound % – second read-out of T cell HTS, no call of its own (marks repeat the call); double positive events, %; measured here: CD8+ vesicle-bound cell fraction;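 binding gate set so that unloaded-vesicle control wells show 10% double positive cells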
NTR1 agonist cell count 20 µM – second read-out of NTR1 agonist, no call of its own (marks repeat the call); cell count; measured here: cell count, cytotoxicity flag
* marks the source's active call; other numbers are inactive results; i = inactive; / = not tested or not shown; + = active, no number; & = joins results of further samples.

SMILES	NTR1 agonist	NTR1 agonist cell count 20 µM	Lipid droplet	Lipid droplet cells 6.5 µM	GPR35 antagonists	Rac1 GTP hydrolysis	GPR55 beta-arrestin	T cell HTS	T cell HTS vesicle-bound %	LYP inhibition	GPR55 antagonists	Large T inhibition
Cc1cc(C)cc(NC(=O)CN2C(=O)c3ccccc3C2=O)c1	-0.3	66	3	816	3%	8%	0.8%	i	40	-6%	-3%	-4%
CC1CCN(C(=O)CSc2nnc(-c3cccnc3)o2)CC1	0.0	46	0	836	9%	7%	-0.1%	i	25	-6%	-11%	1%
CC(C)NC(=O)c1cc(-c2cccs2)nc2ccccc12	1.2	82	/	/	10%	/	0.3%	i	31	-10%	4%	16%
Cn1nnnc1SCC(=O)NNC(=O)c1ccc(F)cc1	-0.8	63	14	667	-2%	2%	-0.1%	i	33	-7%	-7%	5%
Cc1ccc(Cl)cc1NC(=O)COC(=O)C12CC3CC(CC(C3)C1)C2	-3.5&5.3	81&78	-18&16	753&717	13%&-4%	3%&3%	0.2%&0.1%	i	28&19	2%&4%	4%&8%	10%&10%
COc1ccccc1-n1ccnc(SCC(=O)NCCc2ccccc2)c1=O	1.2	62	/	/	/	6%	/	i	43	/	/	19%
CC(=O)c1cccc(OCc2cc(C(=O)NCc3nc(C)c(C)s3)no2)c1	1.2	42	-2	719	-10%	6%	-0.1%	i	9	0%	12%	33%
CC1(c2ccc(OC(F)F)cc2)NC(=O)N(CC(=O)Nc2ccc3c(c2)OCO3)C1=O (centres undefined)	3.0	97	-2	641	-9%	1%	-0.2%	i	44	3%	4%	18%
O=C(NCC1(N2CCCCC2)CCCCC1)C1CC(=O)N(c2ccc3c(c2)OCCO3)C1 (centres undefined)	-0.1	69	5	711	2%	11%	0.1%	i	49	0%	5%	8%
Cc1cc(OCC(=O)NC(C)C)cc(C)c1Br	2.4	58	-26	696	-4%	0%	0.0%	i	46	-5%	-13%	17%
CCCCCc1nc2sc3c(c2c(=O)n1N)CCC3	-0.3	39	5	679	12%	14%	0.1%	i	46	0%	1%	-2%
OCCCc1nc2ccccc2n1Cc1ccccc1	-0.4	65	/	/	2%	8%	-0.1%	i	33	-7%	19%	5%
COc1ccc(OC)c(NC(=O)CSc2nc3c(c(=O)n(C)c(=O)n3C)n2C)c1	2.1	64	/	/	2%	6%	0.5%	i	13	-7%	5%	5%
Cc1ccc(-c2n[nH]c(=S)n2-c2ccccc2)cc1	-0.7	66	2	793	-2%	-8%	-0.2%	+	10*	-1%	1%	7%
COc1ccc2c(C)cc(SCC(=O)Nc3ccc(Cl)cn3)nc2c1	/	/	13	595	/	6%	-0.3%	i	36	-4%	14%	14%
CCOC(=O)C1CCN(C(=O)c2ccc3c(SCC(=O)O)c4c(nc3c2)CCCC4)CC1	1.0	41	1	696	3%	1%	0.0%	i	28	-6%	-14%	23%
S=c1[nH]nc(-c2ccc3ccccc3n2)n1-c1ccc2c(c1)OCCO2	-0.7	51	6	599	-8%	12%	0.4%	i	17	-5%	-2%	13%
CCC(C(=O)OC)(C(=O)OC)c1ccc([N+](=O)[O-])cc1	-0.5	67	-22	679	-3%	1%	-0.4%	i	47	-3%	-6%	1%
Cc1[nH]n(-c2ccccc2)c(=O)c1/C=N\NC(=O)C1COc2ccccc2O1 (centres undefined)	1.1	44	21	634	-6%	0%	0.8%	i	45	5%	1%	-11%
COC(=O)Nc1nc2c(C)cccc2s1	-0.7	92	-1	766	5%	7%	0.6%	i	61	-6%	-1%	3%
Cc1ccc(C)c(OCC(=O)Nc2ccc3c(c2)OCO3)c1C	-0.5	91	0	741	-4%	5%	0.2%	i	39	-1%	-8%	1%
COc1cccc(NC(=O)C2CCC(CNS(=O)(=O)c3cccc4cccnc34)CC2)c1 (centres undefined)	0.6	52	26	720	-11%	8%	0.0%	/	/	-3%	15%	14%
COCCCn1c(=O)c2sccc2n(Cc2ccccc2C)c1=O	-0.7	62	-6	804	7%	8%	-0.2%	i	34	-6%	-4%	2%
Cc1cc(NC(=O)c2ccc(-c3ccccc3F)o2)no1	0.9	59	-6	705	20%	0%	0.0%	i	44	9%	14%	3%
CC[C@@H](C)[C@@H](C(=O)N1CCN(C(=O)OC(C)(C)C)CC1)n1cc(CCC(=O)O)nn1	-0.9	65	7	672	3%	9%	1.5%	/	/	-3%	8%	7%
(cont.)
SMILES	NTR1 agonist	NTR1 agonist cell count 20 µM	Lipid droplet	Lipid droplet cells 6.5 µM	GPR35 antagonists	Rac1 GTP hydrolysis	GPR55 beta-arrestin	T cell HTS	T cell HTS vesicle-bound %	LYP inhibition	GPR55 antagonists	Large T inhibition
Cc1nn(-c2ccccc2)c2sc(C(=O)N3CCOCC3)cc12	-0.2	86	19	706	-9%	-9%	0.3%	i	49	-3%	-8%	4%
CNS(=O)(=O)c1ccc2c(c1)NC(=O)C1CCCN21 (centres undefined)	2.2	58	5	735	-4%	15%	-0.2%	i	43	-14%	-2%	11%
C/C(=N\NC(=O)C1(C)CC1(Br)Br)c1cccc(NC(=O)c2ccc(C)o2)c1 (centres undefined)	21	52	-1	678	-6%	5%	0.0%	i	30	-6%	-37%	12%
CC(=O)Nc1ccc(NC(=O)COc2cc(C)cc3oc(=O)cc(C)c23)cc1	-0.7	73	-12	648	-8%	5%	-0.1%	i	36	-11%	9%	9%
CCOc1ccc(CCNC(=O)C2CC(=O)N(Cc3ccc(C)cc3)C2)cc1OCC (centres undefined)	-1.0	64	/	/	/	6%	/	i	49	/	/	6%
Cc1ccc(NC(=O)CSc2nnc(CCC(=O)O)c(=O)[nH]2)cc1	5.4	46	2	741	3%	-9%	0.2%	i	35	-3%	-4%	11%
CC1CCCCC1NC(=O)Cn1c(CN2CCCCC2)nc2ccccc2c1=O (centres undefined)	3.2	46	/	/	0%	1%	0.8%	i	32	1%	7%	10%
CCc1c(C)sc(NC(=O)c2ccco2)c1C(=O)N1CCOCC1	1.0	70	10	727	-16%	4%	0.2%	i	57	-5%	-6%	2%
OCCN1CCN(CC/C=C2/c3ccccc3Sc3ccc(Cl)cc32)CC1	4.9	51	/	/	/	7%	/	i	32	/	/	12%
COC(C(=O)N/N=C(\C)CC(=O)Nc1ccc(Cl)cc1C)c1ccccc1 (centres undefined)	-0.6	42	1	717	-6%	0%	-0.1%	i	1	1%	6%	/
COc1ccc(NC(=O)COC(=O)CCCN2C(=O)c3ccccc3C2=O)cc1Cl	2.4	56	-2	612	-11%	3%	-0.3%	i	43	0%	2%	5%
CCc1cccc(CC)c1NC(=O)c1ccccc1	0.2	69	9	692	-25%	1%	0.2%	i	62	-6%	-9%	2%
CCN1CCN(C(c2ccc(OC)c(OC)c2)c2nnnn2C(C)(C)C)CC1 (centres undefined)	/	/	11	775	-2%	-2%	-0.1%	/	/	0%	10%	-2%
CC(=O)c1ccccc1NC(=O)COC(=O)c1ccccc1NC(=O)c1ccccc1	2.1	57	-1	448	-15%	-1%	0.3%	i	75	3%	-12%	5%
COc1ccc(CCNC(=O)C(=O)NCC2OCCN2S(=O)(=O)c2ccc(OC)cc2)cc1 (centres undefined)	0.4	56	0	736	-8%	4%	0.0%	i	36	-9%	-2%	6%
CCn1nnnc1NCc1cccn1C	-0.6	66	2	784	6%	3%	0.3%	i	48	-2%	9%	3%
CS(=O)(=O)Nc1ccc(-c2cc(/C=C3\SC(N)=NC3=O)c[nH]c2=O)cc1	-2.3	87	1	768	-13%	8%	0.5%	i	61	-11%	5%	7%
COC(=O)c1cccc(NC(=O)CCNC(=O)c2ccco2)c1	1.6	57	12	825	-16%	-3%	-0.1%	i	18	-6%	-3%	6%
CCN(Cc1ccccc1)Cc1cccc([N+](=O)[O-])c1	4.5	65	/	/	9%	7%	-0.2%	i	42	4%	-2%	-5%
CCOc1ccc(NC(=O)CSc2nnc(Cn3c(=O)sc4ccccc43)n2C)cc1	1.5	52	25	713	-11%	9%	0.0%	i	67	-4%	4%	2%
CCN1CCN(C(=O)/C=C/c2c(F)cccc2Cl)CC1	0.3	40	-2	692	8%	3%	-0.2%	i	1	-3%	7%	17%
O=C(CN1C(=O)NC2(CCCCC2)C1=O)N1CCN(S(=O)(=O)c2cccc(F)c2)CC1	0.8	52	46	699	2%	6%	0.6%	i	64	-8%	-5%	10%
OC(CN1CCOCC1)C12CC3CC(CC(C3)C1)C2 (centres undefined)	-0.2	47	0	742	1%	13%	-0.1%	i	33	-1%	-2%	21%
O=C(NCc1ccccc1)C(c1ccco1)N(C(=O)c1ccccn1)c1ccc(F)cc1 (centres undefined)	0.4	63	0	683	-10%	14%	0.0%	i	25	-1%	-5%	22%
COc1ccc(-n2nc(C)c3sc(C)nc3c2=O)cc1	-0.1	42	-1	759	12%	1%	-0.2%	i	23	-6%	-12%	6%
Other records:
SMILES	NTR1 agonist	NTR1 agonist cell count 20 µM	Lipid droplet	Lipid droplet cells 6.5 µM	GPR35 antagonists	Rac1 GTP hydrolysis	GPR55 beta-arrestin	T cell HTS	T cell HTS vesicle-bound %	LYP inhibition	GPR55 antagonists	Large T inhibition
O=C(c1ccc2c3n(nc2c1)-c1ccccc1CO3)N1CCOCC1	0.1	67	/	/	0%	4%	-0.2%	i	27	-4%	-8%	18%
COc1cccc(NC(=O)COC(=O)c2nc(Cl)ccc2Cl)c1	1.8	63	-11	652	-4%	4%	1.6%	i	42	-10%	18%	13%
Cc1nc(SCc2ccccc2)c2oc3ccccc3c2n1	3.1	41	12	703	-15%	4%	-0.3%	i	41	-7%	-2%	6%
O=C(c1ccc(Cn2c(=O)[nH]c3ccccc3c2=O)cc1)N1CCN(c2ccc(F)cc2)CC1	0.5	78	/	/	3%	12%	-0.1%	i	23	4%	-2%	12%
c1ccc2c(c1)cnc1ccccc12	1.9&-0.5	39&34	1	626	6%	11%	-0.1%	i	2&32	-5%	-8%	3%&0%
Cc1ccsc1CNS(=O)(=O)c1ccc(F)cc1	0.4	53	10	783	2%	7%	0.2%	i	44	-5%	-5%	-2%
